Screening data (PubChem)
VLA-4 agonist = enhancers of LDV-FITC binding to VLA-4 integrin, primary screen, Jurkat cells, flow cytometry; Integrin alpha-4 (Homo sapiens), P13612; activation, % at 10 µM (by protocol); 24,000 tested, under 10 active; AID 528, 2006;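 active means fluorescent ligand binding to cells raised by more than 40% of the manganese-induced maximum; inconclusive means compound's own fluorescence above 85% of the ligand control signal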;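 further: 0% = ligand binding without compound and 100% = manganese-stimulated maximal binding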
Target sequence (P13612 whole entry, looked up): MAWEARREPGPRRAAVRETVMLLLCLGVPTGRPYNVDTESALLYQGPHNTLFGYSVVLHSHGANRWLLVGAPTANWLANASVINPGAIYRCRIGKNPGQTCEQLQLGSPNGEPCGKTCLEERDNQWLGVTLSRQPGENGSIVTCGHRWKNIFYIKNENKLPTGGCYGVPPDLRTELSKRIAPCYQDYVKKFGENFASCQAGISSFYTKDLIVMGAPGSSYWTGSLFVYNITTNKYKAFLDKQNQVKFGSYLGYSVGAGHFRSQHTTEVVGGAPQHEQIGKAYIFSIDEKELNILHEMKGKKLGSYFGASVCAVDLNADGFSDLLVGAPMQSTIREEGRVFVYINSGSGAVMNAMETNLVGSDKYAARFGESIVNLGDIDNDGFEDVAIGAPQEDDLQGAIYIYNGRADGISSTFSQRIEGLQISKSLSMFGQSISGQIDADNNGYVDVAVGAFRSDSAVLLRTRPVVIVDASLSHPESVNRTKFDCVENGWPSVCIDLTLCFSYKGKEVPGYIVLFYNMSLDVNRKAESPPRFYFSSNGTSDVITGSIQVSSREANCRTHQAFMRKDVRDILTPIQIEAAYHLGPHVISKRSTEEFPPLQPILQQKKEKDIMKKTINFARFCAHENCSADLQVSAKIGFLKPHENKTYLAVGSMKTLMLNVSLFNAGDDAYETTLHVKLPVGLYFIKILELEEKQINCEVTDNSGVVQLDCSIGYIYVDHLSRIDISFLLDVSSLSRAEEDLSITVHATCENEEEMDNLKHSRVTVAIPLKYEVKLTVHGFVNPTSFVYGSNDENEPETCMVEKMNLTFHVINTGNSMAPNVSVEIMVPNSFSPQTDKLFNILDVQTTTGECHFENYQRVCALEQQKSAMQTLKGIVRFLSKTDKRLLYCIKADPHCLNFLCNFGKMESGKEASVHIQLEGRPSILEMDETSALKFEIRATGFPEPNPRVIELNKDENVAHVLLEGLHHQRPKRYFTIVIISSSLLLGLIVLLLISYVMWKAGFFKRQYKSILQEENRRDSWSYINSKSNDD
Jurkat autofluor = compound autofluorescence on Jurkat cells, primary screen, artefact control for VLA-4 allosteric ligand project, cell-based, flow cytometry; fluorescence ratio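 (tested at 10 µM compound in the well)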; active compounds read high; 1 = vehicle-only cell background; AID 576, 2007; actives 0.61% (n = 24,000);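 active means fluorescence ratio above 2.44, which is 1 plus 3 SD of all ratios; inconclusive means signal too bright to measure linearly, ratio around 10 or more; inactive means fluorescence ratio below 2.44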;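 further: green fluorescence of cells measured with 488 nm excitation and 530 nm emission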
VLA-4 antagonist = inhibitors of LDV-FITC binding to Mn2+-activated VLA-4, primary screen, Jurkat cells; Integrin alpha-4 (Homo sapiens), P13612; LDV-FITC binding with Mn2+, flow cytometry; 100% = Mn2+-driven binding gain fully reversed; inhibition, % at 10 µM (by protocol); actives 0.2% (n = 24,000); AID 529, 2006;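 active means inhibition above 50%; inconclusive means compound itself fluorescent, judged against control cell fluorescence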;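 further: 0% = Mn2+ stimulated cells lacking compound and 100% = ligand binding without Mn2+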
Prostate diff = activators of LNCaP prostate cell differentiation, primary screen, flow cytometry side scatter; actives 0.56% (n = 24,000); side scatter shift, % at 10 µM; 4 d;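 active means side scatter shift above 30%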;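 further: androgen-responsive LNCaP prostate cancer cells in charcoal-stripped serum medium; percent of cells past a gate set so DMSO wells show 10% shift; higher shift means more granular cells and more differentiation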
* marks the source's active call; other numbers are inactive results; u = inconclusive; x = not tested or not shown. An excerpt, so the mix of outcomes need not match the whole.

Below each compound – VLA-4 agonist, Jurkat autofluor, VLA-4 antagonist, Prostate diff
CC(=O)NC(C(=O)NCC(N)=O)C(C)C (stereo not drawn)
    -3, 1, 0, 7
Cn1c(=O)c2c(nc(OCc3ccccc3)n2C)n(C)c1=O
    6, 1, -15, 15
CCOC(=O)N1CCN(c2c(-c3ccc(C)cc3)c(=O)c2=O)CC1
    3, 1.1, -8, 3
Cn1c(=O)c2c(nc(Br)n2CCSc2nnnn2-c2ccccc2)n(C)c1=O
    -3, 1.1, -8, 5
CC(=O)N1CCc2cc(S(=O)(=O)NC(C(=O)Nc3nc(C)cs3)C(C)C)ccc21 (stereo not drawn)
    1, 1.1, -6, 9
COc1ccc(CNC(=O)CN(C(=O)c2ccc(CN3CCOCC3)o2)C2CCCC2)cc1
    -2, 0.97, -16, 3
Cc1ccc(Cn2c(=O)c3ccccc3n3c(CCC(=O)O)nnc23)cc1
    2, 0.98, -4, 2
O=C(Nc1cccc2ccccc12)c1ccc(Br)o1
    -8, 1.1, 0, 8
O=C(O)CC(c1ccccc1)n1cnnn1 (stereo not drawn)
    5, 0.92, 0, 7
O=C(CCSc1nc(-c2ccco2)cc(C(F)(F)F)n1)NCCc1ccccc1
    -15, 1.2, -10, 8
COc1ccc(S(=O)(=O)N2CCCCC2C(=O)O)cc1OC (stereo not drawn)
    4, 1, 2, 4
Cc1cccc(NC(=O)CN(C)S(=O)(=O)c2ccccc2)n1
    7, 1, -31, 4
c1ccc(-c2noc(CSc3nnnn3C3CCCCC3)n2)cc1
    u, 1.1, u, 10
Cc1ccc(S(=O)(=O)NCCCCC(NC(=O)OC(C)(C)C)C(=O)O)cc1 (stereo not drawn) (tested in a mixture with another compound)
    -3, 0.97, -12, 24
O=C(COc1nnnc2ccccc12)N1CCCc2ccccc21
    0, 1, -13, 2
CCOc1ccc(NC(=O)CN2CCN(CC(=O)Nc3ccc(F)cc3)CC2)cc1
    -2, 0.96, 6, 1
CC1=C(C(=O)OC(C)C)C(c2cccc(F)c2)N2C(=O)C(C)SC2=N1 (stereo not drawn)
    -3, 0.99, 25, 19
COC(=O)C1=CN(C)C=C(C(=O)OC)C1c1ccc(O)c(OC)c1
    4, 1, -6, 5
O=C(Nc1ccccc1C(=O)NCC1CCCO1)c1ccco1 (stereo not drawn)
    -2, 1.1, -1, 13
O=C1NCCCC1C(=O)Nc1cccc(C(F)(F)F)c1 (stereo not drawn)
    2, 1.1, -3, 12
CN(CC(O)COc1ccc(OCC(O)CN(C)C2CCCCC2)cc1)C1CCCCC1 (stereo not drawn)
    1, 0.98, -8, 37*
CCOC(=O)N1CCN(C(=O)CSc2nnc(-c3ccc(Cl)s3)o2)CC1
    -10, 1.2, u, 8
O=C(CCN1C(=O)COc2ccccc21)NCCN1CCN(c2ccccc2F)CC1
    3, 0.99, -15, 10
CCOC(=O)N1CCN(C(=O)CN(C)S(=O)(=O)c2ccc3c(c2)C(C)(C)C(=O)N3C)CC1
    6, 1.1, -3, 16
COc1ccc(CCNC(=O)c2ccc3c(c2)NC(=O)C(N2CCOCC2)S3)cc1OC (stereo not drawn)
    u, 1.4, u, 18
COc1cccc(C2=NOC(C(=O)Nc3ccc(C(C)=O)cc3)C2)c1 (stereo not drawn)
    5, 1.1, 4, 9
Cc1cccc(NC(=O)Nc2cccc(C#N)c2)n1
    -1, 1, 1, 8
c1cncc(-c2nc3c4ccccc4nc(N4CCC(N5CCCCC5)CC4)n3n2)c1
    -1, 1.1, -13, 26
Cc1ccccc1CS(=O)(=O)CCC(=O)NCCCN1CCOCC1
    -5, 1, 1, 9
O=C(Nc1cc(Cl)ccc1Cl)c1noc2c1CCCC2
    2, 0.97, 9, 8
O=C(NCc1cccs1)c1noc2c1CCCCC2
    5, 0.97, -1, 13
COc1cccc(C2Nc3ccccc3C(=O)N2O)c1O (stereo not drawn)
    2, 1.1, -12, 3
CCOC(=O)Cc1csc(NC(=O)CN(C)S(=O)(=O)c2cccc3cccnc23)n1
    2, 1.1, -22, 11
C=CCSc1nc2c(c(=O)[nH]c(=O)n2C)n1C(C)C
    2, 1.1, 14, 14
CCOC(=O)N1CCN(c2c(NCc3ccccn3)c(=O)c2=O)CC1
    4, 1, -12, 10
CCOC(=O)c1ccc(NC(=O)CCNc2c(N3CCCC3)c(=O)c2=O)cc1
    -4, 1.1, 16, 5
COc1ccccc1C1N(c2cc(Cl)ccc2OC)C(=O)C2CCCN21 (stereo not drawn)
    -1, 1, -6, 2
COc1ccc(-n2ccnc2SCC(=O)NCc2ccc3c(c2)OCO3)cc1
    -2, 1, -12, 5
O=C(Nc1ccccc1C(=O)N1CCCCC1)c1cccc(S(=O)(=O)N2CCOCC2)c1
    4, 1.1, 1, 13
CCN1C(=O)/C(=C/N(C)c2ccccc2)OC1=S
    -1, 1.1, 0, 7
Cc1cc(C(=O)NCc2ccccc2)no1
    6, 1, -2, 6
COC(=O)Nc1ccc2c(c1)ncn2C1CCCCC1
    -1, 1.1, -1, 3
CCOC(=O)C(C(=O)OCC)C(CC(=O)C1CC1)c1ccccc1 (stereo not drawn)
    2, 0.96, -5, 15
Cn1nc(-c2ccc(Cl)cc2)c2cc(C(=O)N3CCN(C(=O)c4ccco4)CC3)sc21
    -8, 1, 7, 8
CCOc1cc(NC(=O)c2ccco2)c(OCC)cc1NC(=O)CCC(=O)NCc1cccnc1
    -12, 1.1, 0, 9
CC(NC(=O)OC(C)(C)C)C(=O)N1CCCC1C(=O)NC(Cc1ccccc1)C(N)=O (stereo not drawn)
    0, 0.99, -2, 7
Cc1ccnc2c(N3C(=O)C4C5C=CC(C5)C4(C)C3=O)cccc12 (stereo not drawn)
    2, 1.1, 2, 6
O=c1c2ccccc2n(Cc2cccc(F)c2)c(=O)n1C1CCCC1
    -11, 1.1, 14, 15
CCC(C(=O)N1CCc2cc(OC)c(OC)cc2C1)c1ccccc1 (stereo not drawn)
    9, 1.1, -10, 15
CCOC(=O)c1ccc(NS(=O)(=O)c2ccc(SC)cc2)cc1
    -3, 1, -16, 24
COc1ccc(-c2ccc(-c3nnn(CC(C)=O)n3)cc2)cc1
    -2, 1, -11, x
COc1ccc(NC2c3ccccc3C(=O)N2c2cccnc2)cc1Cl (stereo not drawn)
    17, 0.71, 19, 7
Nc1nc2n(n1)C(c1ccccc1Cl)CC(c1ccc(F)cc1)N2 (stereo not drawn)
    u, 2.7*, u, 3
Cc1cc(=O)n2nc(N3CCCC(C(=O)NCc4ccco4)C3)sc2n1 (stereo not drawn)
    5, 0.91, 37, 27
CCOC(=O)c1sc2nc3n(c(=O)c2c1C)CCC(C)CC3 (stereo not drawn)
    u, 1.2, u, 2
CCNc1nc(NC(C)C)nc(N(C#N)CCOc2ccc(Cl)cc2Cl)n1
    -15, 1.1, 16, 15
CCOC(=O)N1CCC(N2CC34C=CC(O3)C(C(=O)Nc3ccc(OCC)cc3)C4C2=O)CC1 (stereo not drawn)
    5, 0.97, -2, 4
O=C(C1CC1)N1CCc2cc(S(=O)(=O)N(CCO)Cc3ccccc3)ccc21
    3, 1.1, -27, 5
COc1ccc(N2CC(C(=O)Nc3ccc(F)cc3F)CC2=O)cc1 (stereo not drawn)
    -2, 0.96, -2, 10
COC(=O)[C@H](C)NC(=O)Nc1cccc(C(F)(F)F)c1
    16, 1.1, -4, 15

Five entries from above, arranged by length of the SMILES, low to high.
Below each compound – VLA-4 agonist, Jurkat autofluor, VLA-4 antagonist, Prostate diff
COC(=O)Nc1ccc2c(c1)ncn2C1CCCCC1
    -1, 1.1, -1, 3
COC(=O)[C@H](C)NC(=O)Nc1cccc(C(F)(F)F)c1
    16, 1.1, -4, 15
Cc1ccnc2c(N3C(=O)C4C5C=CC(C5)C4(C)C3=O)cccc12 (stereo not drawn)
    2, 1.1, 2, 6
O=C(C1CC1)N1CCc2cc(S(=O)(=O)N(CCO)Cc3ccccc3)ccc21
    3, 1.1, -27, 5
CC(NC(=O)OC(C)(C)C)C(=O)N1CCCC1C(=O)NC(Cc1ccccc1)C(N)=O (stereo not drawn)
    0, 0.99, -2, 7

Continued.
Below each compound – VLA-4 agonist, Jurkat autofluor, VLA-4 antagonist, Prostate diff
CCOc1ccccc1C(=O)NCCC(=O)O
    2, 1.1, -20, 14
CSc1nsc(SC)c1NC(=O)Nc1ccccn1
    -1, 1, 11, 11
Cc1cn(C2CC3OCC3O2)c(=O)[nH]c1=O (stereo not drawn)
    2, 1.1, -19, 10
CC(C)CCNC(=O)Cn1cc2c(n1)CCCCC2
    1, 1.1, 4, 12
O=C(O)c1cc2c(s1)CCCC2
    1, 1, -3, 4
COc1cc(C(=O)NCc2nnc(SCC(=O)N3CCc4ccccc43)o2)cc(OC)c1OC
    0, 1.1, 4, 3
O=c1[nH]c2sc3c(c2c2nncn12)CCCC3
    0, 1, -8, 13
CC1CC(C)CN(CCCNC(=O)c2ccc3c(c2)NC(=O)C(N2CCCCC2)S3)C1 (stereo not drawn)
    3, 1.7, -27, 11
CCOC(=O)N1CCC(NC(=O)c2ccc3c(c2)sc2nc(-c4ccccc4)cn23)CC1
    u, 1.4, u, 12
COC(=O)CN(Cc1ccco1)S(=O)(=O)c1ccccc1
    0, 1.1, 0, 1
CCOc1ccc(C2c3c(oc4ccccc4c3=O)C(=O)N2CCCN2CCOCC2)cc1OCC (stereo not drawn)
    u, 0.87, u, 9
O=C1c2ccccc2C(Nc2ccc(Cl)cn2)N1c1ccccn1 (stereo not drawn)
    8, 0.99, -1, 7
COc1ccc(N2CCN(Cc3nc4c(c(=O)n(C)c(=O)n4C)n3Cc3ccccc3C)CC2)cc1
    4, 0.96, -10, 4
COC(=O)Cn1c(CCS(=O)(=O)c2ccc(C)c(C)c2)nc2ccccc21
    14, 0.96, -31, 15
Cc1cc(C)nc(SCC(=O)Nc2ccc(S(=O)(=O)Nc3onc(C)c3C)cc2)n1
    5, 1, -12, 5
CC(=O)NC(Cc1ccc(F)cc1)C(=O)O (stereo not drawn)
    -2, 1, -14, 16
COc1ccc(Cn2nnc3c(=O)[nH]c(C4CCCN(C(=O)c5ccccc5)C4)nc32)cc1 (stereo not drawn)
    -3, 1.2, 6, 13
COc1cc(-c2nc3n(n2)C(c2ccc(F)cc2)C2=C(CCCC2=O)N3)cc(OC)c1OC (stereo not drawn)
    u, 1.3, u, 8
Nc1cc(=O)[nH]c(SCC(=O)Nc2ccc(Br)cc2)n1
    1, 1, -21, 1
CCc1ccc(NC(=O)c2cc(-c3ccc(OC)cc3)on2)cc1
    -1, 0.93, 18, 3
Cc1ccc(C)c(N2CCN(Cc3nnnn3C3CCCCC3)CC2)c1
    0, 1, -3, 12
OC(CN1CCCCC1)Cn1c(C(F)(F)F)nc2ccccc21 (stereo not drawn)
    4, 1, -10, 7
CN1CC[n+]2cnc3ccccc3c21
    4, 0.93, -31, 11
COc1ccc(C(=O)Nc2cc(Cl)ccc2Cl)c(OC)n1
    4, 0.99, -2, 6
COc1cccc(-c2cc(C(=O)N3CCc4ccccc4C3)no2)c1
    2, 0.96, -10, 5
CCOC(=O)c1cc(C)sc1N1C(=O)C2C3C=CC(C3)C2C1=O (stereo not drawn)
    0, 1, -10, 13
COc1ccc(-c2ccc(Nc3ccc(S(=O)(=O)N4CCCC4)cc3)nn2)cc1OC
    -18, 1.2, 14, 11
COc1cccc2sc(=NC(=O)c3ccc(S(=O)(=O)N4CCOCC4)cc3)n(C)c12
    1, 0.99, 3, 6
COc1ccc(N2C(=O)C3CCCN3C2c2cccc(C)c2)cc1 (stereo not drawn)
    u, 1.1, u, 0
CCOCCCNS(=O)(=O)c1cc(Br)cc2c1N(C(=O)C1CC1)CC2
    2, 0.95, -6, 3
COc1ccc(C(CC(=O)O)NC(=O)c2ccccc2)cc1OC (stereo not drawn)
    -5, 1.1, 9, 6
COc1cccc(N2C(=O)Nc3ccccc3C2(O)C(=O)NCc2ccc3c(c2)OCO3)c1 (stereo not drawn)
    4, 1, -1, 5
CO[C@@]1(NC(=O)CSCC#N)C(=O)N2C(C(=O)O)=C(CSc3nnnn3C)CS[C@@H]21
    4, 1, -20, 3
CCC(C)NC(=O)C1c2ccccc2C(=O)N1Cc1ccccc1OC (stereo not drawn)
    2, 1, -7, 3
COCCN1Cc2cccc(C(=O)Nc3ccc(C)c(C)c3)c2C1=O
    5, 1.1, -33, 5
COc1ccc(NC(=O)CN2CCN(CC(=O)Nc3cc(OC)cc(OC)c3)CC2)cc1
    1, 1, -13, 2
CCN(CCCNC(=O)c1c(C)cc(=O)oc1C)c1ccccc1
    -4, 1, -3, 3
CCCc1cc(=O)[nH]c(Nc2ccc(OC)c(Cl)c2)n1
    10, 1, -27, 3
Cc1cccc(CC2CC(=O)N(c3ccccc3)C2=O)c1 (stereo not drawn)
    3, 1.1, -10, 2
Cn1cc(C2NC(=O)c3c(sc4c3CCCC4)N2)c2ccccc21 (stereo not drawn)
    4, 1.3, -22, 7
CC1=C(C(=O)Nc2ccccc2)C(c2ccco2)C(C#N)=C(SCC(=O)Nc2cccc(C)c2C)N1 (stereo not drawn)
    -1, 1.1, -11, 9
COc1ccc(OC)c(NC(=O)CCNS(=O)(=O)c2cccs2)c1
    4, 1, -19, 7
